# FXIIa inh – inhibitors of human coagulation factor XIIa; P00748; purified FXIIa, Boc-QGR-AMC fluorogenic substrate, 2 h; inhibition, % at 5 µM; 220,000 tested, 0.3% active; in the data active means inhibition above about 40%;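 further: 0% = enzyme with no compound and 100% = blank without enzyme; many of its hits are not listed in these tables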
# Hck Nef HTS – blocks Nef-activated human Hck kinase. P08631. Recombinant Hck-YEEI plus Nef, Z-Lyte FRET kinase assay. inhibition, % at 20 µM. 220,000 tested, 0.68% active;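 active means Hck-Nef kinase inhibition above about 50%, limit read from the data; inactive means inhibition below that limit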;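 further: 0% = DMSO with Hck plus Nef and 100% = Hck alone without Nef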
# hK5 inh – inhibitors of human kallikrein 5 | inhibition, % at 5 µM | Q9Y337 | 210,000 tested, 0.59% active | recombinant hK5, fluorogenic AMC substrate cleavage;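 active means inhibition of 40% or more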;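 further: 0% = enzyme controls without compound and 100% = no-enzyme blanks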
# Wee1 stabilizer – blocks degradation of human Wee1 kinase; P30291; 220,000 tested, 1.2% active; reporter increase, % at 5 µM; HeLa Luc-Wee1K328M stability, luciferase luminescence; 100% = proteasome inhibitor MG132 effect;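 active means activation above the mean of all tested compounds plus 3 SD, set per screening run, cut at about 8.8% in these data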;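 further: cells exposed to compound for 20 h before luminescence read; 0% = DMSO alone and 100% = MG132 at 30 µM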
# Runt-CBFb FRET – Runt domain-CBFb interaction inhibition | Q01196+Q13951 | Cerulean-Runt/Venus-CBFb FRET ratio 530/480, 1 h | inhibition, % at 20 µM | 220,000 tested, 0.46% active | AID 1496;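 active means inhibition over about 50% at 20 µM in the single-dose screen, limit read from the data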;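 further: 0% = DMSO wells and 100% = excess unlabeled CBFb competitor control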
#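 Schedule: protein complex preformed 1 h, compound exposure 1 h, room temperature, dark; test system: Cerulean-labeled Runt domain protein; amount: 100 nM per protein; buffer or medium: Tris 50 mM pH 7.5, KCl, K2SO4, 0.01% BSA; read-out: loss of energy transfer signal; detection: FRET fluorescence; controls: 5 µM unlabeled CBFb as full-inhibition high control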
# Runt-SMMHC FRET – blocks binding of human RUNX1 Runt domain to CBFb-SMMHC; Q01196+Q13951; Cerulean-Runt/Venus-CBFb-SMMHC FRET ratio 530/480, 1 h; inhibition, % at 20 µM; 220,000 tested, 0.74% active; AID 1434;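 active means mean inhibition across duplicate retests at 20 µM reaching about 50%, limit read from the data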;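 further: 0% = DMSO wells and 100% = wells with excess untagged CBFb-SMMHC; inhibitors lower the FRET ratio by blocking Runt binding to CBFb-SMMHC; some results filed as inactive read as strong as hits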
# 14-3-3 Bad PPI – disrupts binding of bovine 14-3-3 zeta to phospho-Bad peptide; inhibition, % at 21.7 µM; AID 781; 220,000 tested, 0.71% active; TR-FRET 14-3-3zeta/Dy647-pBad peptide displacement, 1 h;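 active means inhibition above about 70%, limit read from the data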;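 further: 0% = full 14-3-3 plus peptide FRET controls and 100% = background without 14-3-3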
# thrombin 1536 – inhibitors of human thrombin; 220,000 tested, 0.26% active; AID 1046; alpha-thrombin, Boc-VPR-AMC fluorogenic substrate cleavage; inhibition, % at 5 µM;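 active means inhibition at or above 40%; inactive means inhibition below 40%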;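 further: 0% = enzyme with no compound and 100% = wells without enzyme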
#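 Material: human alpha-thrombin protein. Incubation: reaction at ambient temperature. Technique: fluorescence of released AMC, ex 355 nm, em 460 nm. Control set: no-compound enzyme wells and no-enzyme blanks. Also added: Boc-VPR-AMC substrate, 15 µM final. Buffer or medium: pH 7.5 Tris (50 mM) with NaCl 150 mM, Tween 20 0.05%.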
# FXIa inh 1536 – factor XIa (human) inhibition. P03951. purified FXIa, Boc-Glu-Ala-Arg-AMC fluorogenic substrate. inhibition, % at 5 µM. 220,000 tested, 0.14% active;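 active means inhibition of at least 40%; inactive means inhibition below 40%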;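 further: fluorescence of freed AMC excited at 355 nm; 0% = enzyme without compound and 100% = no enzyme blank; many of its hits are not listed in these tables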
# * hit, by the source's call; · = not tested or not shown; [ ] = remark or other dose.
SMILES,FXIIa inh,Hck Nef HTS,hK5 inh,Wee1 stabilizer,Runt-CBFb FRET,Runt-SMMHC FRET,14-3-3 Bad PPI,thrombin 1536,FXIa inh 1536
Cc1cc(-n2c(C)cc(C(=O)COC(=O)CN=C3NS(=O)(=O)c4ccccc43)c2C)no1,-1,1,-2,0,1,2,-10,-10,3
O=C(O)CN1C(=O)/C(=C/c2ccsc2)SC1=S,4,20,-4,3,12,2,10,-6,-3
Cc1ccc(/C=C2/SC(=S)N(c3ccc(S(=O)(=O)Nc4nccs4)cc3)C2=O)cc1,7,59*,4,5,-3,-13,-3,-4,3
CCc1ccc2[nH]c(=O)c(CN(Cc3ccccc3OC)C(=O)Nc3ccccc3OC)cc2c1,7,2,2,0,0,4,45,-4,1
O=C(NNS(=O)(=O)c1ccccc1)c1cc2cc3ccccc3nc2s1,-1,0,5,3,-1,1,8[fluorescence artefact?],3,3
CC(=O)Cc1cc(O)c2ccccc2c1OC(=O)c1ccc(Br)cc1,9,18,-1,0,3,2,-17,2,3
Cc1ccc(C)n1-n1cnc2sc(-c3ccccc3)cc2c1=O,1,2,3,2,4,0,1,-9,-1
COc1cccc(-n2c(Cc3cc(=O)[nH]c(=O)[nH]3)nnc2SCC(=O)NC2CCCC2)c1,11,2,-6,2,-1,-3,-11,3,6
O=C(Nc1ncn[nH]1)c1cc(S(=O)(=O)Nc2cccc(C(F)(F)F)c2)ccc1Cl,10,-3,·,2,1,3,-9,0,0
Cn1cc(S(=O)(=O)CC(=O)N2CCc3ccccc32)c2ccccc21,6,5,-3,-2,1,2,-2,2,-7
Cc1cccc(-n2cnc(C(=O)Nc3cccnc3)c2)n1,5,5,3,1,-1,2,11[fluorescence artefact?],-5,-6
COc1cc(C2NC(=O)NC(C)=C2C(=O)OC(C)C)ccc1OC(=O)c1ccco1 (centres undefined),17,8,-1,1,-2,3,-13,5,12

# A different layout for part of the listing above.
mol	FXIIa inh	Hck Nef HTS	hK5 inh	Wee1 stabilizer	Runt-CBFb FRET	Runt-SMMHC FRET	14-3-3 Bad PPI	thrombin 1536	FXIa inh 1536
Cc1ccc(/C=C2/SC(=S)N(c3ccc(S(=O)(=O)Nc4nccs4)cc3)C2=O)cc1	7	59*	4	5	-3	-13	-3	-4	3
CCc1ccc2[nH]c(=O)c(CN(Cc3ccccc3OC)C(=O)Nc3ccccc3OC)cc2c1	7	2	2	0	0	4	45	-4	1
O=C(NNS(=O)(=O)c1ccccc1)c1cc2cc3ccccc3nc2s1	-1	0	5	3	-1	1	8[fluorescence artefact?]	3	3
CC(=O)Cc1cc(O)c2ccccc2c1OC(=O)c1ccc(Br)cc1	9	18	-1	0	3	2	-17	2	3

# Additional entries
SMILES,FXIIa inh,Hck Nef HTS,hK5 inh,Wee1 stabilizer,Runt-CBFb FRET,Runt-SMMHC FRET,14-3-3 Bad PPI,thrombin 1536,FXIa inh 1536
CCOc1ccc(CCNC(=O)Cn2ccc3ccccc3c2=O)cc1OCC,7,-21,-3,-1,0,-4,4,-8,-2
CCCCNC(=O)CNC(=S)N(Cc1ccccc1)Cc1cccnc1,3,-1,-15,2,-1,0,-6,-4,15
COC(=O)c1cnc(Oc2ccc(NC(=O)NC(=O)c3c(F)cccc3Cl)cc2)cc1C(F)(F)F,6,-3,-1,4,3,-5,0,-2,6
O=C(O)c1ccc(CN2C(=O)c3ccccc3S2(=O)=O)cc1,16,1,-5,-2,0,-1,5[fluorescence artefact?],2,10
Cc1cc2ccccc2n1CCNC(=O)C(C)(C)C,5,0,-4,·,-12,-36,11,-7,-6
Cc1nc2ccccc2c2c1CC(C(C)(Cl)Br)O2 (centres undefined),8,20,-3,-2,-1,0,2,-3,-2
CCOc1ccccc1OCC(=O)NN1Cc2ccccc2C1=N,24,3,-9,1,4,-4,19,2,4
Nc1nc(SCC(=O)Nc2ccccc2)[nH]c(=O)c1NC(=O)c1cccs1,9,-3,-8,1,0,2,-3,0,4
COC(=O)Nc1sc2c(c1C(=O)N1CCOCC1)CCC(C)C2 (centres undefined),-8,-3,-16,0,3,1,-11,-2,5
Cc1csc(NC(=O)CS(=O)(=O)Cc2ccccc2)n1,16,12,19,-1,0,0,-1,13,3
CCN(CC)C(=O)CSC1c2ccccc2C(=O)N1c1ccccc1 (centres undefined),20,-2,-17,-1,-1,-5,-7,-1,3
COc1ccc2cc(C(=O)Nc3ccc(Cl)cc3)sc(=O)c2c1OC,14,6,1,2,-6,-22,60[fluorescence artefact?],1,6
CC(C)NC(=O)NC(=O)COC(=O)/C=C/c1ccccc1[N+](=O)[O-],9,24,2,-2,3,2,-1,·,6
CCCCOc1ccc(C(=O)Nn2c(-c3cccs3)nc3ccccc3c2=O)cc1,-6,3,-28,-1,-2,2,0,-12,-12
COC(=O)c1sc(SC)c(S(=O)(=O)C(C)C)c1N,2,11,-7,-1,1,-2,0,-5,-5
CCCCSc1[nH]c(=O)c(C(=O)OCC)cc1C#N,21,2,3,0,1,1,14,2,7
c1ccc2c(c1)CCCn1nnnc1-2,-8,0,3,3,-2,-1,5[fluorescence artefact?],-3,-4
CC1CCN(C(=O)c2ccc(S(=O)(=O)Cc3ccccc3F)c([N+](=O)[O-])c2)CC1,11,4,-17,1,0,1,-24,-5,4
c1ccc2[nH]c(SCc3cn4cccnc4n3)nc2c1,6,4,-29,0,2,-2,1,-6,5
O=C(Nc1cccnc1)OC1CCCCC1,11,17,-2,3,2,1,-1,·,4
Cc1cc(NC(=O)CSc2nnc(CNc3cccc(C(F)(F)F)c3)n2Cc2ccco2)no1,29,-1,-15,-2,5,6,-6,-9,32
O=C1CN(/N=C/c2ccc([N+](=O)[O-])o2)C(=O)N1,15,-1,-2,6,-54,16,-3,1,6
COc1nonc1NCn1nc(C)cc1C,14,-1,-5,-1,1,2,-7,1,1
OCCC1CN(Cc2ccc(Oc3ncccn3)cc2)CCN1Cc1ccc(F)c(F)c1 (centres undefined),9,23,1,-1,1,-1,0,-3,1
O=C(c1nc2ccccc2s1)N1CCSCC1,15,6,-4,-2,0,0,-20,4,8
CN(Cc1ncc[nH]1)C(=O)CC1C(=O)NCCN1Cc1c(F)cccc1Cl (centres undefined),10,1,1,-1,-2,1,-6,0,1
O=C(NC1CCN(C(=O)Nc2cccc(F)c2)CC1)C1CCCCC1,15,0,-9,-2,1,4,-12,1,6
CCO[C@@H]1OC(C(=O)N2CCN(C)CC2)=C[C@H](c2csc3ccccc23)[C@H]1CCCO,0,4,-5,2,1,0,-5,-4,-5
Cc1ccc(S(=O)(=O)N2CCN(C(=O)COc3ccc(-c4nnco4)cc3)CC2)cc1,0,3,12,1,0,-1,-14[fluorescence artefact?],11,18
O=C(N/N=C/c1cccc([N+](=O)[O-])c1)C1CC(=O)N(c2ccc(F)cc2)C1 (centres undefined),0,5,-16,2,2,-1,-8[fluorescence artefact?],-5,-2
O=C(NC1=NCCS1)c1ccc(Br)s1,8,-1,-7,9,2,-3,-7[fluorescence artefact?],-2,-1
CC(=O)c1ccc(N2CCN(C(=O)c3ccc4nc[nH]c4c3)CC2)cc1,12,4,-3,0,1,2,-6,2,8
COc1ccc(Cc2nc(-c3cccs3)no2)cc1,1,1,-17,8.9*,-2,1,-6,8,-2
O=C1COc2ccc(C(=O)COC(=O)Cc3ccsc3)cc2N1,6,-3,-6,10*,-2,-3,2,-6,-4
O=C(NCc1cccnc1)c1cc(-c2cccs2)on1,-10,2,-7,4,1,0,4,-13,-7
O=C(O)Cn1c(SCc2ccccc2)nc2ccccc21,12,1,-5,3,2,3,-5,2,4
O=C1CN(c2nc(-c3cccnc3)nc3scc(-c4ccccc4)c23)CCN1,·,4,2,0,-2,-5,4,-7,0
CC(C)NC(=S)NNc1nc2ccccc2s1,-1,24,-9,-1,40,53,-2,-4,-3
COC(=O)CSc1nnc(C)n1-c1ccc(C)cc1,14,1,-1,0,1,0,·,3,3
CN(C)c1ccc(N/C=C/C(=O)c2ccccc2)cc1,18,1,1,-2,6,-8,53,2,5
CCCCn1nc2cc(C(=O)NCc3cc(C(F)(F)F)cc(C(F)(F)F)c3)ccc2c1OCC,15,-2,-40,2,-6,-2,·,1,0
Cn1nc(C(F)(F)F)cc1C(=O)O,9,-10,1,-1,1,2,-5,-1,3
CC(C)Cc1nnc(NC(=O)Cc2cccs2)s1,10,36,2,-1,2,-5,40,-6,2
Cc1ccc(C(O)P(=O)(OC(C)C)c2ccc(N(C)C)cc2)cc1 (centres undefined),3,9,0,-1,-2,-2,-11,-5,1
CCN(CC)CCN(Cc1cc2cc3c(cc2[nH]c1=O)OCO3)C(=S)NCc1ccco1,4,12,5,-3,-23,-59,61,0,-4
COc1cc2[nH]c(=O)n(CCCCCC(=O)N3CC=C(c4ccccc4)CC3)c(=O)c2cc1OC,-6,4,-1,1,-6,-9,6[fluorescence artefact?],-4,-4
COc1ccc(-c2cc(C(=O)NC(C(=O)O)C(C)C)c(C)o2)cc1OC (centres undefined),8,-1,-3,1,24,19,-3[fluorescence artefact?],0,-5
Cc1ccc(-c2cc(C(=O)OCC(=O)Nc3cc(C)on3)c3ccccc3n2)c(C)c1,5,5,3,-1,-3,1,6[fluorescence artefact?],2,6
COc1cc(CNCc2ccc(SC)cc2)cc(OC)c1,15,1,-5,0,-1,1,48,-4,6
Cc1cc(/C=C2\SC(=S)NC2=O)c(C)n1-c1cccc(O)c1,12,65*,-9,3,-6,-25,-2,3,12
O=C(CCl)Nc1cccc(CP(=O)(c2ccccc2)c2ccccc2)c1,9,10,5,2,-1,2,0,-1,3
CC1(C)CC(=O)C(C(=O)c2ccccc2)C(=O)C1,5,17,0,-1,-1,1,-2,-6,3
Cc1c(NC(=O)CN2C(=O)c3cccc4cccc2c34)c(=O)n(-c2ccccc2)n1C,-2,0,0,-2,-3,-8,-2,-7,-6
CCN(CC)S(=O)(=O)c1ccc(NC(=O)CSc2cccc[n+]2[O-])cc1,20,9,18,1,-2,-1,1,4,6
CSC(=S)N/N=C/c1ccccc1,1,26,0,-1,2,2,-23,-13,-4
CC1(c2ccc(OC(F)F)cc2)NC(=O)N(CC(=O)Nc2cccc(S(N)(=O)=O)c2)C1=O (centres undefined),8,13,3,1,2,3,1,1,3
COc1ccc(-c2[nH]ncc2CN2CCC(N3CCSCC3)CC2)cc1F,6,24,1,0,·,·,-13,-2,-2
COc1ccc(S(=O)(=O)N(CCc2ccccc2)CC(N)=O)cc1,4,2,0,1,1,-4,-2,7,-6
Cc1cc(NC(=S)NC(=O)c2ccccc2)ccc1-c1cc2ccccc2oc1=O,12,2,-13,4,3,2,-22,-7,3
Cc1ccc2c(c1)C=CC(C)(C)S2(=O)=O,14,6,-15,4,2,-1,-7,-5,10
COc1cccc(C2/C(=C(/O)c3ccccc3)C(=O)C(=O)N2Cc2ccco2)c1 (centres undefined),13,-9,34,-2,4,-1,9,17,-5
COc1ccc(C2CC(c3ccccc3)=NN2c2ccc(/C=N/NC(=O)c3ccncc3)cc2)cc1 (centres undefined),-17,4,30,2,-112,-248,-2[fluorescence artefact?],-6,-14
CCCN(CCC)C(=O)CC(c1ccccc1)c1cc(C)ccc1O (centres undefined),1,1,-6,5,0,0,3,0,-4
